Screening data: PubChem, several laboratories
RGS4 act – RGS4 potentiators or activators, primary screen, cell-based, HEK293 M3R inducible RGS4, calcium flux. B-score at 10 µM. 0.92% of 310,000 active. carbachol calcium flux Fluo4; active compounds read low;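 active = B-score of the integrated calcium signal more than 4 SD below the library mean, with starting fluorescence not abnormally high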;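 note: negative B-score means reduced calcium response which marks RGS4 activation or potentiation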
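Material: M3R-expressing HEK293 line, RGS4 induced by doxycycline | Schedule: Overnight RGS4 induction, 30 min dye load 37 °C, 20 min compound RT | Measured by: Fluo4 fluorescence kinetic imaging of calcium | Read-out: Integrated calcium ratio converted to B score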
HDAC3 inhib – HDAC3 deacetylase inhibitors, primary screen, biochemical, fluorescence, cell-free homogeneous; recombinant HDAC3, fluorogenic peptide/trypsin coupled; 0.15% of 320,000 active; AID 2718, 2010; Histone deacetylase 3 (Homo sapiens), O15379; inhibition, % at 8.3 µM; in the data active = inhibition above about 26%, passing the limit was not always enough
DYRK1A inh – rat Dyrk1A kinase inhibitors, primary screen, biochemical, single point, plate reader. ADP-Glo luminescence, NFATc1 peptide. inhibition, % at 12.5 µM. 0.43% of 310,000 active. AID 504441, 2011; in the data active = inhibition above about 50%;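 note: plate controls were vehicle with enzyme for no effect and no enzyme for full effect; many of its hits are not listed in these tables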
GSK3 alpha inh – blockers of GSK3A enzyme activity – biochemical, luminescence, cell-free homogeneous, HTS, primary screen; Glycogen synthase kinase-3 alpha (Homo sapiens), P49840; inhibition, % at 10 µM; GSK-3 alpha kinase, ADP-Glo luminescence, 60 min; 0.1% of 320,000 active;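 in the data active = inhibition above about 50%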;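 note: GST-tagged GSK-3 alpha with peptide substrate and 25 µM ATP; 0% = DMSO neutral wells and 100% = GW8510 positive control wells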
Target sequence (P49840 whole entry, looked up): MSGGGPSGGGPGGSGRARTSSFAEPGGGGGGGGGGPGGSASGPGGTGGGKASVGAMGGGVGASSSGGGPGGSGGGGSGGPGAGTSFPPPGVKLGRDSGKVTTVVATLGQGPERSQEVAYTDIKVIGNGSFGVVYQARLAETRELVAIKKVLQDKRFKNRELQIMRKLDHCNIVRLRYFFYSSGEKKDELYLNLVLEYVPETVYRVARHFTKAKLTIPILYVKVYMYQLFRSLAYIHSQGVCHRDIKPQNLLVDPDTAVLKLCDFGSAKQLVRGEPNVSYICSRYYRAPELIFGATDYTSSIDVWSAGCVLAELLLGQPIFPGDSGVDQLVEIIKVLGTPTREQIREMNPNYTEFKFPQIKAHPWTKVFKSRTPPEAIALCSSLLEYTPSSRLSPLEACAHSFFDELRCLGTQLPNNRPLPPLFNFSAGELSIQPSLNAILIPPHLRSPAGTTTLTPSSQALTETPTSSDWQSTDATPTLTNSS
PolyA inh – polyadenylation inhibitors in yeast reporter cells, primary screen, luminescence, S. cerevisiae; calls only at 12 µM; 0.02% of 300,000 active; S. cerevisiae SKY197-pL101 polyadenylation reporter, beta-gal luminescence; efflux-impaired pdr1/pdr3 knockout yeast; score 100 = 6 SD above DMSO;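 active = lowest replicate activity score at least 50, where 100 means six control SD above control mean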;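 note: yeast exposed to compound for 9 h at 30 °C; higher score means more reporter readthrough which indicates perturbed polyadenylation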
KCNQ1 inh – inhibitors of human KCNQ1 channel, primary screen, cell-based, thallium flux, high-throughput. AID 2642, 2010. CHO-K1 KCNQ1, FluxOR thallium flux fluorescence; active compounds read high. B-score at 10 µM. Potassium voltage-gated channel subfamily KQT member 1 (Homo sapiens), P51787. 1.3% of 310,000 active;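 active = compounds whose thallium flux B-score, printed positive for inhibition, exceeds three library SD while starting fluorescence stays within three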;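 note: channel opened by potassium depolarization with thallium stimulus after 20 min compound exposure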
KCNK9 block – KCNK9 potassium channel inhibitors, primary screen, HEK293 cells, thallium flux; Potassium channel subfamily K member 9 (Homo sapiens), Q9NPC2; FluxOR thallium flux fluorescence; active compounds read low; 1.2% of 310,000 active; B-score at 10 µM; AID 488922, 2010;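 active = ratio B-score over 3 SD below the library mean, with starting fluorescence within 5 SD of its mean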;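 note: negative B-score means less thallium flux so channel inhibition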
Target sequence (Q9NPC2 whole entry, looked up): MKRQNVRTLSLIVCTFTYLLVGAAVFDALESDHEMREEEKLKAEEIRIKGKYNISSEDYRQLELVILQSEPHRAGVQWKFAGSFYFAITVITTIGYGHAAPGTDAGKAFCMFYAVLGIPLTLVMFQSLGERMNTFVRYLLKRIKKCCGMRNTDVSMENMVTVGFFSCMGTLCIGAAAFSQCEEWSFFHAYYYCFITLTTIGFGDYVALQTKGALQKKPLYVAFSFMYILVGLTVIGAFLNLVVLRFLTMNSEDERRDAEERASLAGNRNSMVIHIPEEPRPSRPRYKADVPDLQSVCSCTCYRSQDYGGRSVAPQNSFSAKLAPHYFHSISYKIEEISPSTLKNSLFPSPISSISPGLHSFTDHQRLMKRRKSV
KCNQ1 act – potentiators or activators of KCNQ1 channel, primary screen, cell-based, thallium flux, high-throughput; 0.35% of 310,000 active; B-score at 10 µM; Potassium voltage-gated channel subfamily KQT member 1 (Homo sapiens), P51787; CHO-K1 KCNQ1, thallium flux FluxOR fluorescence; active compounds read high;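 active = fluorescence ratio B-score, a plate-corrected score, at least three library SD, with initial intensity B-score within 5 SD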
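Assay system: stable KCNQ1 CHO-K1 line; medium: assay buffer, equal DMSO in all wells; timing: 90 min dye loading and 20 min compound exposure, both at room temperature; technique: kinetic FluxOR thallium fluorescence, 10-s 1-Hz baseline, 110-s post-stimulus read; read-out basis: B score of baseline-normalized fluorescence ratio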
GSK3beta inhib – human GSK3beta kinase inhibitors, primary screen, biochemical, cell-free homogeneous, HTS; Glycogen synthase kinase-3 beta (Homo sapiens), P49841; GST-GSK3beta kinase, ADP-Glo luminescence, 60 min; active compounds read low; activity score (negative = inhibition), % at 10 µM; 0.038% of 300,000 active; AID 2097, 2009;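 active = more than half of replicate wells score below -50%, meaning over 50% inhibition versus plate controls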;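 note: 0% = median DMSO wells and -100% = median GW8510 positive control wells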
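Test system: GST-fused GSK3beta enzyme, cell-free | Quantity: 1.6 ng GST-GSK3beta enzyme per well | Reagent: 25 µM ATP with peptide substrate | Schedule: 60 min enzyme reaction, room temperature | Signal: Luminescent ADP-Glo measurement of ADP formed | Read-out basis: Score relative to plate controls | Control set: DMSO and 20 µM GW8510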
hERG rescue – hERG rescue from dofetilide block, primary screen, cell-based, CHO-hERG, FluxOR thallium flux, dofetilide IC70. Voltage-gated inwardly rectifying potassium channel KCNH2 (Homo sapiens), Q12809. dofetilide IC70 present. activation (rescue from dofetilide block), less the hit threshold, % at 10 µM. 0.51% of 310,000 active;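 active = activation above the mean of controls blocked by dofetilide plus 5 SD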;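 note: thallium influx through hERG after potassium depolarization seen as dye fluorescence rise; in these data hits start at about 4.7%; inactives centre near -7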
KCNK3 inh – human KCNK3 channel inhibitors, primary screen, CHO cells, FluxOR thallium flux, B-score | Potassium channel subfamily K member 3 (Homo sapiens), O14649 | FluxOR fluorescence; active compounds read low | B-score at 10 µM | 0.84% of 340,000 active;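 active = B-score under library mean minus 4 SD, starting fluorescence ratio at most library mean plus 5 SD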;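 note: more negative B-score means stronger inhibition of thallium flux through KCNK3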
* marks the source's active call; other numbers are inactive results; i = inactive; / = no result given. Only part of the results is shown, so the mix of outcomes need not match the whole.

1. O=C(O)C1=C[C@H](c2coc3ccccc3c2=O)C[C@H](OCc2ccc(CO)cc2)O1
2. Cc1ccc([N+](=O)[O-])cc1NC(=S)NC(=O)c1cccs1
3. COc1cc(CN2CCCC(C)C2)ccc1OCc1ccccc1 (centres undefined)
4. CC(c1ccccc1F)n1cc(C(=O)NCc2ccncc2)nn1 (centres undefined)
5. CC1=NN(c2ccc(C(=O)O)c(N)c2)C(=O)C1
6. Cc1cc(NC(=O)CCC(=O)N(Cc2ccccc2)C(C(=O)NC2CCCC2)c2ccc(C)o2)no1 (centres undefined)
7. O=C(CSc1ccc2ccccc2n1)Nc1ccc(N2CCOCC2)cc1
8. Nc1ccc(C(=O)OCc2nc3cc4ccccc4cc3[nH]2)cc1
9. COc1ccccc1CCNC(=O)C(=O)NCC1OCCN1S(=O)(=O)c1ccc(OC)c(OC)c1 (centres undefined)
10. O=C(NCCc1nc(-c2ccccc2)no1)c1ccccc1

Screen / compound no. | 1 | 2 | 3 | 4 | 5 | 6 | 7 | 8 | 9 | 10
RGS4 act | i | i | i | i | i | i | i | i | i | i
HDAC3 inhib | -1 | -9 | -1 | 1 | -2 | 1 | -3 | -3 | -3 | -14
DYRK1A inh | 2 | -1 | -1 | -1 | 4 | 2 | 1 | -2 | 3 | 10
GSK3 alpha inh | -2 | 0 | -1 | 1 | 4 | -1 | -1 | 6 | 0 | 1
PolyA inh | i | i | i | i | i | i | i | i | i | i
KCNQ1 inh | i | i | i | i | i | i | i | i | i | i
KCNK9 block | i | i | i | i | i | i | i | i | i | i
KCNQ1 act | i | i | i | i | i | i | i | i | i | i
GSK3beta inhib | 0 | -1 | 1 | 0 | -1 | 0 | 3 | -3 | -1 | 1
hERG rescue | -1 | -4 | -3 | -10 | -2 | -10 | -12 | -1 | -10 | -3
KCNK3 inh | i | i | i | i | i | i | i | i | i | i

11. COc1ccc(S(=O)(=O)NCc2ccco2)c2ccccc12
12. O=C(NCc1ccco1)C(=O)NCC1OCCN1S(=O)(=O)c1ccc(Br)cc1 (centres undefined)
13. CCOC(=O)C1CCCN(Cc2ccc(O)c(OC)c2)C1 (centres undefined)
14. CCN1CCCc2cc(CN(CCN3CCOCC3)C(=S)Nc3cccc(OC)c3)ccc21
15. COc1cccc(/C=C/C(=O)N2CCN(S(=O)(=O)c3ccccc3)CC2)c1OC
16. O=C(Cn1cnc2c(nnn2Cc2ccc(F)cc2)c1=O)NC1CCCC1
17. Cc1cc(N/N=C/c2cccc(Cl)c2)nc(-n2nc(C)cc2C)n1
18. Cc1cc(NC(=O)COC(=O)c2cccc(OCc3ccccc3)c2)no1
19. Cc1ccc(C(=O)NCCSCc2ccc(Cl)cc2Cl)cc1[N+](=O)[O-]
20. CNC(=O)CSCc1cnn(-c2ccccc2)c1-n1cccc1

Screen / compound no. | 11 | 12 | 13 | 14 | 15 | 16 | 17 | 18 | 19 | 20
RGS4 act | i | i | i | i | i | i | i | i | i | i
HDAC3 inhib | 5 | 1 | 2 | 0 | 1 | 3 | -5 | -3 | 4 | 3
DYRK1A inh | 4 | -2 | 2 | -1 | -5 | 3 | 11 | -5 | -3 | 2
GSK3 alpha inh | 5 | -2 | 1 | 0 | 5 | 1 | -19 | -1 | -3 | 0
PolyA inh | i | i | i | i | i | / | i | i | i | i
KCNQ1 inh | i | i | i | i | i | i | i | i | 8* | i
KCNK9 block | i | i | i | i | i | i | -8* | i | i | i
KCNQ1 act | i | i | i | i | i | i | i | i | i | i
GSK3beta inhib | 5 | 0 | -1 | -3 | 1 | 0 | 2 | 2 | -3 | -1
hERG rescue | -10 | -5 | -10 | -5 | -10 | -9 | -9 | -11 | -7 | -5
KCNK3 inh | i | i | i | i | i | i | i | i | i | i

21. O=C(Nc1cc(C(F)(F)F)ccc1-n1cncn1)C1CC1
22. CCOc1ccccc1NC(=O)CCc1nnc2ccc(N3CCC4(CC3)OCCO4)nn12
23. O=S(=O)(c1ccc(-c2csc(-c3cccnc3)n2)cc1)N1CCOCC1
24. CCN1CCN(CC(=O)Nc2ccc(C)cc2C)C(=O)C1=O
25. COc1ccc(CCNC(=O)CSc2nc(C)nc3c2oc2ccccc23)cc1OC
26. CCOC(=O)C1CCN(C(=O)CC2(CC(=O)O)CCCC2)CC1
27. O=C(NC1CCN(S(=O)(=O)c2cccc([N+](=O)[O-])c2)CC1)C1CCCCC1
28. CC(=O)C(Sc1ccc2nnc(-c3ccncc3)n2n1)C(C)=O
29. Cc1ccc(OCC(=O)N2CCN(c3ccc([N+](=O)[O-])c(N4CCOCC4)c3)CC2)cc1
30. COc1ccccc1NC(=O)c1ccc(C(=O)c2ccccc2)o1

Screen / compound no. | 21 | 22 | 23 | 24 | 25 | 26 | 27 | 28 | 29 | 30
RGS4 act | i | i | i | i | i | i | i | i | i | i
HDAC3 inhib | 0 | 1 | 2 | 4 | 2 | -2 | -5 | 16 | 0 | 6
DYRK1A inh | 3 | -4 | 1 | -1 | 0 | 5 | -3 | 4 | -1 | /
GSK3 alpha inh | -1 | -1 | -3 | -2 | -1 | -2 | -2 | 5 | -1 | 9
PolyA inh | i | i | i | i | i | i | i | i | i | i
KCNQ1 inh | i | i | i | i | i | i | i | i | i | i
KCNK9 block | i | i | i | i | i | i | i | i | i | i
KCNQ1 act | i | i | i | i | i | i | i | i | i | i
GSK3beta inhib | 3 | 0 | 9 | 2 | 2 | 0 | -4 | 0 | -6 | -3
hERG rescue | -12 | -9 | -12 | -3 | -1 | -14 | -3 | -5 | -10 | -6
KCNK3 inh | i | i | i | i | i | i | i | i | i | i

Molecules listed so far with an aryl thioether with sulfur outside any ring, in the order listed:
7. O=C(CSc1ccc2ccccc2n1)Nc1ccc(N2CCOCC2)cc1
25. COc1ccc(CCNC(=O)CSc2nc(C)nc3c2oc2ccccc23)cc1OC
28. CC(=O)C(Sc1ccc2nnc(-c3ccncc3)n2n1)C(C)=O

Screen / compound no. | 7 | 25 | 28
RGS4 act | i | i | i
HDAC3 inhib | -3 | 2 | 16
DYRK1A inh | 1 | 0 | 4
GSK3 alpha inh | -1 | -1 | 5
PolyA inh | i | i | i
KCNQ1 inh | i | i | i
KCNK9 block | i | i | i
KCNQ1 act | i | i | i
GSK3beta inhib | 3 | 2 | 0
hERG rescue | -12 | -1 | -5
KCNK3 inh | i | i | i

(further entries)
31. CCCCNC(=S)Nc1cccc(S(=O)(=O)NC2=NCCC2)c1
32. C=CCN(c1ccccc1)S(=O)(=O)c1cccc(C(=O)Nc2nnc(SCC)s2)c1
33. CC(=O)Nc1ccc(NC(=O)c2c(C)nn(-c3ccccc3)c2Cl)cc1C
34. Cc1oc2ccc(OCC(N)=O)cc2c1C(=O)OC(C)C
35. COc1ccc(NC(=O)Cn2cnc3c(cnn3-c3ccc(C)c(C)c3)c2=O)c(OC)c1
36. CCOC(=O)C[C@H]1c2ccccc2S(=O)(=O)N1Cc1cc(OC)c(OC)c(OC)c1
37. CCOc1ccc(CC(=O)NNC(=S)NC)cc1
38. CCC(=O)Nc1ccc(Cl)c(NC(=S)NC(=O)COc2ccc(Cl)cc2)c1
39. O=C(NCC1COCCO1)c1cc(COc2c(F)cccc2F)on1 (centres undefined)
40. COc1cccc(COC(=O)c2ccc3c(c2)NC(=O)C(C)S3)c1OC (centres undefined)

Screen / compound no. | 31 | 32 | 33 | 34 | 35 | 36 | 37 | 38 | 39 | 40
RGS4 act | i | i | i | i | i | i | i | i | i | i
HDAC3 inhib | 3 | -7 | 1 | 1 | -6 | 10 | -4 | 1 | -9 | -4
DYRK1A inh | 12 | -1 | -4 | 25 | -3 | 6 | / | -7 | -1 | 13
GSK3 alpha inh | -1 | -1 | 3 | 6 | / | 5 | 0 | 5 | -1 | 1
PolyA inh | i | i | i | i | i | i | i | i | i | i
KCNQ1 inh | i | i | i | i | i | i | i | i | i | i
KCNK9 block | i | i | i | i | i | i | i | i | i | i
KCNQ1 act | i | i | i | i | i | i | i | i | i | i
GSK3beta inhib | 1 | 5 | 1 | -1 | -2 | 1 | 1 | 2 | 0 | 0
hERG rescue | -8 | -1 | -14 | -8 | -3 | -4 | 1 | -7 | -4 | -14
KCNK3 inh | i | i | i | i | i | i | i | i | i | i

41. NC(=O)c1cn(-c2ccccc2)nc1-c1cc2ccccc2oc1=O
42. Cc1cccc(C)c1NC(=O)Cn1cc(C=O)c2ccccc21
43. CCCNC(=O)CCC(NS(=O)(=O)c1ccc(C)cc1)C(=O)NCCC (centres undefined)
44. Cc1ccc(NC(=O)NCCSc2ccc(C)cc2)cc1
45. CCCCC(=O)Nc1nnc(SCC(=O)NC2CCCC2)s1
46. COc1ccc(NC(=O)CN(C)C(=O)/C=C/c2ccc(OCc3ccccc3)cc2)cc1
47. C[C@H](NC(=O)C1CC(=O)N(c2ccc(F)cc2)C1)C(=O)N1CCCCC1 (some centres undefined)
48. CCOc1cc(CN2CCN(Cc3ccc(C)o3)C(CCO)C2)ccc1OC (centres undefined)

Screen / compound no. | 41 | 42 | 43 | 44 | 45 | 46 | 47 | 48
RGS4 act | i | i | i | i | i | i | i | i
HDAC3 inhib | -7 | -9 | 7 | 1 | 0 | -8 | 2 | 0
DYRK1A inh | -3 | 7 | / | 0 | -1 | 0 | -2 | 2
GSK3 alpha inh | 0 | -1 | -1 | -1 | -1 | 0 | -21 | 0
PolyA inh | i | i | i | i | i | i | i | i
KCNQ1 inh | i | i | i | i | i | i | i | i
KCNK9 block | i | i | i | i | i | i | i | i
KCNQ1 act | i | i | i | i | i | i | i | i
GSK3beta inhib | 2 | 8 | 1 | 2 | 1 | -1 | 4 | 4
hERG rescue | -8 | -7 | -4 | -19 | -7 | -7 | -1 | -3
KCNK3 inh | i | i | i | i | i | i | i | i
